# A-T KAP1 phos = qHTS Assay for Identifying a Potential Treatment of Ataxia-Telangiectasia; Potency, µM (top dose mostly 57.5 µM), without a hit: top-dose activation, most hits filed as activators; 320,000 compounds, 0.19% hits; […] A-T fibroblasts, KAP-1 phosphorylation AlphaLISA; neocarzinostatin DNA damage 30 min before lysis; AID 485349, 2010; note: potency is the fitted concentration of half-maximal effect; % of control where 0% means no effect; nearly all actives have a fitted effect of over 45% in size
#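 hTERT-immortalized A-T patient fibroblasts ([…]), 500 cells/well in OPTI-MEM, 1% FBS, got compounds for 60 min, then NCS for 30 min at 37C. Lysates were then assayed for phospho-KAP-1 by AlphaLISA (anti-pKAP1 donor, anti-KAP1 acceptor beads), 6 hr at 25C.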
# TSHR antag = Antagonists of the Thyroid Stimulating Hormone Receptor: HTS campaign; Thyrotropin receptor (Homo sapiens), P16473; TSHR-expressing cells, TSH-stimulated cAMP HTRF, 2 h; active compounds read low; activity change, negative = inhibition, % at 11.5 µM; 330,000 compounds, 0.2% hits; AID 504810, 2011;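 active = activity change below a set negative limit, meaning inhibition stronger than a set level, cut at about -70% in these data; inconclusive = activity change between two set negative limits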; note: % is set by controls: 0 for no effect and ±100 for the full control effect
#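 Cell-based HTRF cAMP assay; TSHR cells + compound, TSH EC80 (4nM final), 2 h, 37 deg C. Lysis with anti-cAMP cryptate and cAMP-d2, 30 min RT, read 665/620 nm.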
# USP2a inh = qHTS Assay for Inhibitors of Ubiquitin-specific Protease USP2a Using CHOP2 as the Reporter | Ubiquitin carboxyl-terminal hydrolase 2 (Homo sapiens), O75604 | Potency, µM (doses to about 38.3 µM), without a hit: at the highest dose activity change, negative = inhibition, hits mostly inhibitors | AID 463254, 2010 | USP2 core, Ub-CHOP2 coupled fluorogenic reporter, 485/531 | 330,000 compounds, 0.01% hits;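 note: potency is the fitted concentration of half-maximal effect; plate controls were DMSO wells for no effect and full inhibition by NEM control for full effect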
#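 Cell-free coupled assay: 10nM USP2 core preincubated 30min RT with compound in Tris-HCl pH 8.0/CaCl2/CHAPS buffer, then 25nM Ub-CHOP2 and 25nM reporter substrate; fluorescence (Ex 485/Em 531) read after 60min RT, normalized to NEM inhibition, concentration-response curves fitted.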
# TCR act = Activators of T cell receptors: qHTS campaign; primary human leukocytes, anti-CD3, IL-2 HTRF, 48 h; 330,000 tested, under 10 active; AID 504894, 2011; Potency, µM (highest dose often 9.22 µM), for the others: top-dose activation of IL-2 secretion, actives largely listed as activators; note: % of control where 0% means no effect
#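 Primary human leukocytes incubated 48 hr with anti-CD3 beads plus compound, without co-stimulation. Secreted IL-2 measured by HTRF (europium cryptate/d2 anti-IL-2 pair, 320 nm excitation, 665 nm emission).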
# KCNH2 3.1 block = qHTS for Inhibitors of KCHN2 3.1: Mutant qHTS; activity change, % (tested at about 1.8 µM); Potassium voltage-gated channel subfamily H member 2, brain isoform KCNH2 3.1 (human); 340,000 compounds, 0.95% hits; AID 720553, 2013; U2OS KCNH2 3.1, thallium flux FluxOr; active compounds read low;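 active = maximum activity change below -70%; inconclusive = maximum activity change from -70% to -50%; inactive = maximum activity change above -50%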;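 note: thallium influx rate constant from kinetic fluorescence after stimulation buffer; % is set by controls: 0 for no effect and ±100 for the full control effect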
#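 Normalized rate constant (relative to positive and negative DMSO controls) derived from a 2 min kinetic fluorescence read after stimulation; U2OS cells expressing the 3.1 isoform via virus at 1.77 x 10^8 /mL.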
# TRPV1 ag = HTS Assay for Compounds that Act as Agonists of the Vanilloid Receptor 1; TRPV1-expressing cells, Fluo-8 calcium influx, agonist mode; Transient receptor potential cation channel subfamily V member 1 (Homo sapiens), Q8NER1; AID 540275, 2011; activation, % at 8.33 µM; 320,000 compounds, 0.19% hits; in the data active = activation above about 80%; inconclusive = between about 30% and that limit; note: 0% is about no effect
# Target sequence (Q8NER1 whole entry, looked up): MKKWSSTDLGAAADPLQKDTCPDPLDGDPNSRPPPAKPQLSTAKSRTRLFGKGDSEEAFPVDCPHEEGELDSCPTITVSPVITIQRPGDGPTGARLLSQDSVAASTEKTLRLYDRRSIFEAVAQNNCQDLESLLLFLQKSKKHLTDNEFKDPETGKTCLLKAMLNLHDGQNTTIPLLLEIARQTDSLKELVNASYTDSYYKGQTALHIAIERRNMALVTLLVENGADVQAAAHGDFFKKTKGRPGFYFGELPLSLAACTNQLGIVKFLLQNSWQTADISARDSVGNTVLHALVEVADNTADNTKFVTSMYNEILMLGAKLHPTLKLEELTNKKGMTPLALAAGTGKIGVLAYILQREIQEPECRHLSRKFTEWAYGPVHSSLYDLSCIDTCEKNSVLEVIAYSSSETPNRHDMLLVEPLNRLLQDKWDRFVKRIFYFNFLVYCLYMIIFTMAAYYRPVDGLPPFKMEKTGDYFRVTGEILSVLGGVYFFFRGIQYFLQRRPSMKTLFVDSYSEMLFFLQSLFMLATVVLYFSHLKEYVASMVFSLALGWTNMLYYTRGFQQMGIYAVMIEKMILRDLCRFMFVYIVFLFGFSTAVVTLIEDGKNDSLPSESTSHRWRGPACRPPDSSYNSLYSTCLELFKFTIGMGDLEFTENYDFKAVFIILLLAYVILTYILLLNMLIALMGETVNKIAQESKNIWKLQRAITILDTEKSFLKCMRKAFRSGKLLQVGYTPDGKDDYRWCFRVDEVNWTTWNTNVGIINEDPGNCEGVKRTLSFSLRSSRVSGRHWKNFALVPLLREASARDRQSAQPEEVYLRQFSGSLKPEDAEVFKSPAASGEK
#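 Fluo-8 calcium influx in TRPV1-expressing cells, kinetic read (ex 480/em 520 nm). Compound added and read 3 min for agonist activity, followed by capsaicin at EC20 final and 2 min further read for enhancement.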
# KCNH2 WT inh = qHTS for Inhibitors of KCHN2 3.1: Wildtype qHTS. 340,000 compounds, 0.37% hits. Voltage-gated inwardly rectifying potassium channel KCNH2 (Homo sapiens), Q12809. AID 720551, 2013. U2OS, BacMam KCNH2, thallium flux FluxOr; active compounds read low. activity change, % at 1.84 µM;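 active = maximum activity change below -70%; inconclusive = maximum activity change between -70% and -50%; inactive = maximum activity change above -50%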; note: % is set by controls: 0 for no effect and ±100 for the full control effect
#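 U2OS cells transduced with wild-type KCNH2 virus are loaded with FluxOr dye for 45 min, and thallium flux is measured in kinetic reads before and after stimulation buffer. Rate constants are normalized to DMSO controls.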
# Eya2 phos inh = qHTS Assay for Inhibitors of the Phosphatase Activity of Eya2. recombinant Eya2, OMFP fluorescence dephosphorylation (OMFP is methylfluorescein phosphate). 330,000 compounds, 0.006% hits. Protein phosphatase EYA2 (Homo sapiens), O00167. Potency, µM (series often up to 76.9 µM), inactives show at the top dose activity, negative = inhibition, hits mostly inhibitors; note: potency is the fitted concentration of half-maximal effect; % is set by controls: 0 for no effect and ±100 for the full control effect
#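 Eya2 protein (added as 0.2 uM solution) was preincubated with compound for 10 min at ambient temperature in 50 mM HEPES pH 7.5, 50 mM NaCl, 5 uM MgCl2, 0.05% BSA, 1 mM DTT. OMFP (added at 50 uM) then reacted 10 min; fluorescence read at 485/525 nm.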
# ELG1 DNA repair = qHTS screen for small molecules that inhibit ELG1-dependent DNA repair in human embryonic kidney (HEK293T) cells expressing luciferase-tagged ELG1 | HEK293T ELG1-luciferase reporter, luminescence, 16 h; DNA damage induced by 5-fluorouridine | Potency, µM (series often up to 46.1 µM), for the others: top-dose activity change, negative = inhibition, hits mostly inhibitors | 330,000 compounds, 2.3% hits; note: potency is the fitted concentration of half-maximal effect; % is set by controls: 0 for no effect and ±100 for the full control effect; nearly all actives have a fitted effect of over 55% in size
#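 Luminescence from the luciferase reporter, measured 30 min after ONE-Glo reagent at room temperature, was the read-out. Beforehand, 2,000 cells per well were exposed for 16 hr at 37 °C to 5-fluorouridine together with compound or vehicle.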
# Mito fusion yeast = qHTS Assay for Small Molecule Inhibitors of Mitochondrial Division or Activators of Mitochondrial Fusion. S. cerevisiae fusion-defective mutant growth rescue, CellTiterGlo 48 h. Potency, µM (series often up to 46.1 µM), inactives show top-dose growth rescue (activation), most hits filed as activators. 320,000 compounds, 0.23% hits. AID 485298, 2010;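 note: potency is the fitted concentration of half-maximal effect; % of control where 0% means no effect; nearly all actives have a fitted effect of over 45% in size; temperature-sensitive fusion mutants such as fzo1-1 at 37 °C on non-fermentable ethanol glycerol medium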
#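 Temperature-sensitive fusion-defective S. cerevisiae (e.g. fzo1-1, mgm1-5) were grown with compound in YPEG medium (3% ethanol, 3% glycerol) for 48 hours at 37C. Growth rescue was measured as viability by CellTiterGlo luminescence after 10 minutes at ambient.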
# * hit, by the source's call; ? = inconclusive; nt = not tested or not shown; [ ] = remark or other dose. Unless noted, calls come from the whole dose curve; as a rule, active = well fitted curve in the direction sought with a large enough effect; inconclusive = small, poorly fitted or top-dose-only effect, or another doubt; inactive = no such curve, though single readings can be large; an effect the other way counts as inactive or inconclusive. Not all compounds are listed. The share of hits here may be higher or lower than overall.
no.	structure	TCR act	ELG1 DNA repair	KCNH2 WT inh	A-T KAP1 phos	Mito fusion yeast	USP2a inh	KCNH2 3.1 block	TSHR antag	TRPV1 ag	Eya2 phos inh
1	Cn1ncc2c(=O)n(/N=C/c3ccccc3)cnc21	-4.6%[46.1 µM]	?	2.3	1.8%	0.6%	2.0%	3.9	-1.1	-4.0	-1.5%
2	O=C(COC(=O)[C@@H]1CCCN1S(=O)(=O)c1ccccc1F)Nc1ccc(OC(F)F)cc1	-3.0%	13.7%	2.0	12.7%	-12.1%	-0.6%	6.8	5.4	6.1	-5.3%
3	COc1ccccc1C1(CCN=Cc2ccc(N(C)C)cc2)CCOC(C)(C)C1 (centres undefined)	1.0%	14.8%	-15.2	-2.7%	-2.6%	-1.2%	-8.2	3.8	-0.7	-18.8%
4	C/C(=N\NC(=O)c1ccc(Br)cc1)c1ccccc1	4.6%	?	28.7	-3.5%	-0.8%	0.1%	-25.8	-21.3	15.1	2.6%
5	CCOC(=O)c1nn(-c2ccc(F)cc2)cc1O	-4.5%	?	3.6	1.1%	-6.0%	2.7%	-6.7	42.4	-1.5	6.4%
6	CCOc1cccc2cc(-c3nnc(NCc4ccc5c(c4)OCO5)s3)c(=O)oc12	0.9%[46.1 µM]	9.5%	1.6	-2.5%	-3.1%	2.5%	-0.6	-3.5	-5.6	-9.6%
7	COc1ccccc1N1CCN(C2CCCN(C(=O)CCC(C)=O)C2)CC1 (centres undefined)	8.8%	3.2%	-16.6	3.6%	3.0%	-0.1%	-12.5	15.4	2.6	3.7%
8	Cc1ccc(NC(=O)Cc2noc3ccccc23)cc1	0.9%[46.1 µM]	?	-12.2	2.6%	0.7%	3.7%	8.9	-0.2	10.8	3.7%
9	CC(C)C[C@@H](CO)N(Cc1ccccc1)S(=O)(=O)N(Cc1ccccc1)[C@H](CO)CC(C)C	5.6%	?	nt	3.0%	-14.8%	-11.2%	nt	-8.3	?	-37.1%
10	Cc1ccc(N)cc1NC(=O)CN1CCOCC1	2.7%	-14.4%	5.4	-36.5%	0.5%	-0.2%	4.2	16.9	-1.6	3.5%
11	COCCCn1c(=O)c2ccccc2n(Cc2ccc(C)cc2)c1=O	0.9%	?	7.1	2.2%	-0.8%	0.6%	-123.2*	17.3	8.8	-6.4%
12	COCCCNC(=S)Nc1cccc2ncccc12	-16.8%	-11.8%	-6.7	9.5%	-2.7%	1.7%	-13.9	4.7	2.9	-8.5%
13	N#Cc1ccc(CSc2nnc(NC(=O)CN3C(=O)C4CC=CCC4C3=O)s2)cc1 (centres undefined)	-4.7%	-8.2%	-1.6	nt	0.3%	-9.2%	2.6	-2.7	3.8	9.5%
14	CCOc1cc(N2CCOCC2)c(OCC)cc1NC(=O)COC(=O)c1ccccc1OC(F)F	2.2%	4.1%	-1.0	11.9%	-8.1%	5.0%	-4.4	8.6	1.1	14.3%
15	COc1cc(S(=O)(=O)N(Cc2ccccc2)Cc2ccccn2)ccc1-n1cnnn1	2.6%[46.1 µM]	-13.4%	-11.0	nt	-0.5%	1.5%	15.3	-4.7	-0.8	-6.2%
16	O=C(O)C1C2C=CC(O2)C1C(=O)Nc1ccc2c(c1)OCCO2 (centres undefined)	nt	?	nt	3.1%	1.5%	-8.4%	nt	-4.4	-0.2	-2.3%
17	O=C(NCc1ccco1)c1ccc(COc2cc(Cl)ccc2Cl)cc1	1.4%[46.1 µM]	6.6%	8.6	3.8%	1.6%	-0.3%	-18.8	-14.4	2.8	-20.8%
18	COc1ccc2[nH]c(=O)c(CN(Cc3ccccc3)Cc3nnnn3CC3CCCO3)cc2c1 (centres undefined)	-2.1%	-27.0%	nt	9.3%	-1.4%	-1.3%	6.2	-0.9	10.1	6.3%
19	COc1ccc(CN2CCN(S(=O)(=O)c3ccc(NC(C)=O)cc3)CC2)cc1	-0.2%	-10.0%	1.8	0.0%	2.6%	-3.9%	-17.5	-26.8	5.3	1.1%
20	Cc1cccc(NC(=O)Cn2cnc3c(oc4ccccc43)c2=O)c1	nt	8.8%	-6.6	-1.7%	19.2%	4.9%	0.1	36.2	-2.6	-6.1%
21	COc1ccccc1NC(=O)COC(=O)/C=C/c1ccc(OC)c(OC)c1	-2.8%	-11.6%	2.3	3.7%	nt	3.0%	5.4	nt	nt	4.3%
22	O=C(Cn1ncc2c3ccccc3n(Cc3ccccc3)c2c1=O)NCCN1CCOCC1	2.6%	8.6%	3.2	3.3%	-3.9%	1.2%	-3.7	3.8	-0.5	7.1%
23	CCN(Cc1ccc(OC)c(F)c1)C(=O)c1oc2ccccc2c1COC	-4.3%	12.0%	4.4	-0.1%	-10.4%	-0.2%	-1.0	-0.5	28.3	-11.3%
24	O=C(O)C(Cc1ccccc1)N1C(=O)/C(=C/c2cccs2)SC1=S (centres undefined)	4.1%	-2.3%	8.1	-1.6%	2.8%	1.3%	1.5	8.2	1.3	6.0%
25	O=C(NCc1ccccc1C(F)(F)F)C1CCC(=O)N(CCCc2ccccc2)C1 (centres undefined)	nt	-2.6%	-18.6	7.0%	0.0%	0.2%	11.4	13.2	-1.6	-6.5%
26	C#CCOCCOCCOCCNc1nc(N2CCN(C(=O)[C@H](CCC(=O)O)n3cc(C(N)[C@H](C)CC)nn3)CC2)nc(N2CCN(C(=O)[C@H](CCC(=O)O)n3cc(C(N)[C@H](C)CC)nn3)CC2)n1 (some centres undefined)	-11.7%	16.8%	nt	-23.4%	0.1%	2.3%	nt	4.8	-1.9	9.8%
27	COc1ccc(/C(O)=C2\C(=O)C(=O)N(CCN(C)C)C2c2cc(OC)c(OC)c(OC)c2)c(C)c1 (centres undefined)	0.7%	7.6%	-4.7	16.9%	?	-0.7%	-13.5	28.8	0.7	-5.1%
28	Cc1ccc2c(c1C)NC(=O)CC(c1ccccc1O)=N2	-1.1%	?	-6.9	5.7%	3.9%	-5.2%	0.7	-6.1	6.2	-22.3%
29	C=CCn1c(-c2ccc(Cl)cc2)c[nH]c1=S	0.2%	20.3%	-16.6	-1.2%	1.9%	1.1%	-0.3	-12.2	-0.2	4.0%
30	Cc1ccc(NC(=O)Nc2cnccn2)cc1Cl	1.6%	?	-12.7	-0.1%	-0.9%	-5.5%	-25.5	1.1	5.3	-9.2%
31	COc1ccc(-c2cc(-c3ccc(C)cc3)nc(SCc3nnc(-c4ccccc4)o3)c2C#N)cc1OC	-1.4%[46.1 µM]	2.91µM*	-13.5	2.7%	-5.2%	-1.1%	21.5	19.7	3.4	-6.2%
32	CC1(C)Cc2c(C#N)c(SCC(=O)c3ccccc3)nc(N3CCOCC3)c2CS1	5.8%	?	0.1	7.7%	?	-7.0%	-17.4	-1.3	-3.2	-20.7%
33	CCn1c(Cc2cccs2)nnc1SCC(=O)Nc1ccc(OC)c(OC)c1	-1.1%	-7.9%	-3.0	-3.0%	5.6%	3.5%	-24.9	0.2	-0.7	-11.2%
34	CC1CCN(C(=O)CSc2nncn2-c2ccccn2)CC1	1.7%	26.7%	0.3	2.9%	2.8%	2.7%	-7.6	8.8	-2.7	-3.2%
35	O=C(CSC1=NS(=O)(=O)c2cc(F)ccc2N1)Nc1ccccc1	-0.6%	5.3%	0.1	-1.4%	-8.4%	0.2%	3.8	-2.8	-3.8	0.6%
36	O=C1c2ccccc2C(=O)N1CC(O)COc1ccccc1Cl (centres undefined)	5.9%	?	5.8	8.8%	0.5%	3.5%	-0.6	-9.5	24.4	0.2%
37	CCOc1ccc(CC(=O)NCCc2cnc[nH]2)cc1	0.9%	0.3%	-1.0	-1.6%	-1.9%	1.8%	-5.5	-3.9	-3.1	-2.0%
38	Cn1cnnc1SCC(=O)NC1CCCCC1	1.3%	10.6%	-0.7	4.7%	17.2%	0.9%	-14.8	-11.9	-3.5	-0.4%
39	COC(=O)c1ccc(N(CC(=O)NC2CCCC2)C(=O)CNC(=O)c2ccco2)cc1	-3.3%	12.4%	-8.7	-3.1%	-1.4%	2.0%	3.1	-3.1	0.3	16.1%

# Source: PubChem (National Center for Advancing Translational Sciences (NCATS))
